DRD3 agonist: D3 dopamine receptor (human) agonism | P35462 | AID 652048 | max activation, % | D3R DiscoveRx beta-arrestin cells, luminescence, 90 min | actives 0.58% (n = 410,000); in the data active = max activation above about 30%; note: 0% is about no effect; mostly tested at two doses, the higher about 12 µM
Target sequence (P35462 whole entry, looked up): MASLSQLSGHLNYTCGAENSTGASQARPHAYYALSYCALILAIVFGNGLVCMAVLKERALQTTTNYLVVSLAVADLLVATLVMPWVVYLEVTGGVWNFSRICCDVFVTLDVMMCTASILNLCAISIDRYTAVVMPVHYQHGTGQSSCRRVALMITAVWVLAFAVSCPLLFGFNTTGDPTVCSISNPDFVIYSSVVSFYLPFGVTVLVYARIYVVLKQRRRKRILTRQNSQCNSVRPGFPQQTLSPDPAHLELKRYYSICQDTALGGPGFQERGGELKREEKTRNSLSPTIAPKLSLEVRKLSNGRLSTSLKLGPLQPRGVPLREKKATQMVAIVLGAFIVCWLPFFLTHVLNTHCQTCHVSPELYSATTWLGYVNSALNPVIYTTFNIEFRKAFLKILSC
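Agonist-mode cell screen: cells plated at 1500/well and incubated overnight at 37 °C, then exposed to library compounds for 90 min at 37 °C. Detection reagent was added for 30–60 min at room temperature, and luminescence was read.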
GLP-1R inv ag: GLP-1 receptor (human) inverse agonism; P43220; HEK293 GLP-1R CRE-luciferase, luminescence, 24 h; GLP-1R form is constitutively active; Potency, µM (titrated, usually from 38.3 µM), for inactives: at the highest dose activity change, negative = inhibition, most hits filed as inhibitors; actives 1.6% (n = 410,000); AID 624417; note: potency is the fitted concentration of half-maximal effect; % is set by controls: 0 for no effect and ±100 for the full control effect; nearly all actives have a fitted effect of over 55% in size
Target sequence (P43220 whole entry, looked up): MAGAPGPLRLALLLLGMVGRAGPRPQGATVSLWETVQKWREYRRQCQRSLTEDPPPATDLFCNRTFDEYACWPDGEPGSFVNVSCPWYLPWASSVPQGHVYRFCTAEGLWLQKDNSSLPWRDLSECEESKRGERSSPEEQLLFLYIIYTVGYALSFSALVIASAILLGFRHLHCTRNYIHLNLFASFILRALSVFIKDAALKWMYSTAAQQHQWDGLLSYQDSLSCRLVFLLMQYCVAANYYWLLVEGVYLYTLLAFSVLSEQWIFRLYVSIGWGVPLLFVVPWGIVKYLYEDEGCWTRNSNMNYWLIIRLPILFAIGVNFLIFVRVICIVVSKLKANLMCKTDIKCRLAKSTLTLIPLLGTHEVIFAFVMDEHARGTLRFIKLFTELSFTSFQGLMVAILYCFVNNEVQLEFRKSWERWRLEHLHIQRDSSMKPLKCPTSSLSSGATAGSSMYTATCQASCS
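Inverse agonists were sought by their lowering of basal cAMP reporter luciferase output in HEK293 cells stably carrying constitutively active human GLP-1R, after 24 h compound treatment.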
IL2 activator: activators of IL-2 | IL-2 activation reporter assay, cell-based qHTS; stimulated with anti-CD3/CD4/CD28 beads; in transgenic mouse T cells | actives 0.065% (n = 360,000) | activation, % (series mostly up to about 46 µM); in the data active = activation above about 50%; inconclusive = mostly about 30% to 49%; note: 0% is about no effect
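Quantitative HTS in unstimulated transgenic mouse T cells, with memory T cells as non-tolerant control and PMA/ionomycin as tolerance-bypass control. Compound pretreatment lasted 60 minutes before 18 h bead stimulation; EGFP/DsRed fluorescence read.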
GLP-1R agonist: GLP-1 receptor (human) agonism. actives 0.007% (n = 380,000). Potency, µM (highest dose often 45.6 µM), inactives show at the top dose activation, hits mostly activators. P43220. HEK293 GLP-1R CRE-luciferase, luminescence, 4-6 h; cells express a hypersensitive GLP-1R form; note: potency is the fitted concentration of half-maximal effect; % of control where 0% means no effect
GLP1R cytotox: cytotoxic in the GLP-1 receptor inverse agonist counter-screen. HEK293 cAMP-luciferase reporter cells, luminescence, 24 h. Potency, µM (highest dose often 38.3 µM), inactives show at the highest dose activity change, negative = inhibition, most hits filed as inhibitors. actives 0.13% (n = 410,000). AID 624418;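 note: loss of luciferase light is scored as toxicity; potency is the fitted concentration of half-maximal effect; % is set by controls: 0 for no effect and ±100 for the full control effect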
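Seeding density was 200 cells/uL; after overnight-length (12 h) culture, 23 nL compounds went on for 24 h at 37 °C. Readout used a luciferase detection reagent, luminescence taken after 12 min at room temperature.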
PLK1 PBD inh: blocks phosphopeptide binding to human PLK1 polo-box domain | actives 2.8% (n = 360,000) | P53350 | Plk1 PBD binding of FITC phosphopeptide, fluorescence polarization | Potency, µM, for the others: max response, negative = inhibition, most hits filed as inhibitors; note: potency is the fitted concentration of half-maximal effect; series mostly up to about 57 µM; % is set by controls: 0 for no effect and ±100 for the full control effect; nearly all actives have a fitted effect of over 65% in size
WRN helicase inh: WRN helicase (human) inhibition; Potency, µM (doses to about 114 µM), inactives show at the highest dose activity change, negative = inhibition, most hits filed as inhibitors; WRN helicase unwinding, fluorescent forked duplex, kinetic; AID 651768; actives 0.46% (n = 360,000); Q14191; note: potency is the fitted concentration of half-maximal effect; % is set by controls: 0 for no effect and ±100 for the full control effect; nearly all actives have a fitted effect of over 55% in size
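Primary qHTS, 1536-well format. 20 nM WRN + compound, 15 min RT; start with 100 nM forked fluorophore/quencher duplex, 2 mM ATP (final); kinetic read ex 525/em 598 nm.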
D3 antag: antagonists of human D3 dopamine receptor | max response, negative = inhibition, % | AID 652054 | D3R cells, DiscoveRx beta-arrestin luminescence, antagonist mode; stronger effect = lower value | actives 2.5% (n = 360,000) | P35462; in the data active = max response below about -50%; inconclusive = no clear call, values can overlap the other calls; note: % is set by controls: 0 for no effect and ±100 for the full control effect; mostly tested at two doses, the higher about 12 µM
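Cells expressing the human receptor were seeded at 1500 cells/well, incubated overnight at 37 degrees C in 5% CO2, then exposed to library compounds with dopamine controls for 90 minutes at 37 degrees C before luminescent detection.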
PI5P4K alpha inh: PI5P4K alpha (human) kinase inhibition. actives 1.2% (n = 330,000). max response, %. PI5P4Kalpha enzyme, ADP-Glo luminescence, 60 min; stronger effect = lower value. P48426. AID 652105; active = max response of -50% or lower; inconclusive = between -30% and -50%; inactive = -30% or higher; note: value at the top dose of about 77 µM; % is set by controls: 0 for no effect and ±100 for the full control effect
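Enzyme plus substrate dispensed, test compounds pinned in, then ATP (5 microM final) added. After 60 min at RT, ADP-Glo reagent 1 for 45 min and reagent 2 for 30 min preceded luminescence imaging.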
An asterisk follows results filed as active; ? = inconclusive; nt = not tested or not shown; & = joins results of further samples; [ ] = remark or other dose. Unless noted, calls come from the whole dose curve; as a rule, active = well fitted curve in the direction sought with a large enough effect; inconclusive = small, poorly fitted or top-dose-only effect, or another doubt; inactive = no such curve, though single readings can be large; an effect the other way counts as inactive or inconclusive.

SMILES	DRD3 agonist	GLP-1R inv ag	IL2 activator	GLP-1R agonist	GLP1R cytotox	PLK1 PBD inh	WRN helicase inh	D3 antag	PI5P4K alpha inh
COC(=O)C(Cc1ccc(O)cc1)NC(=O)C12CC3CC(CC(C3)C1)C2 (configuration not stated)	1	-3%	-1.0	-1%	2%	-1%	2%	8	3
CC(C)c1ccc(NC(=O)CN2CCN(C(=O)C3CCCO3)CC2)cc1 (configuration not stated)	0	1%	-1.1	-6%	10%	-10%	-31%	-17	5
Cc1nnc(SCC(=O)Nc2ccc3c(c2)OCCO3)s1	-14	-2%	-1.4	14%	3%	-1%	0%	-8	nt
Fc1ccccc1/C=N/n1cc(-c2ccccc2)[nH]c1=S	4	17%	-0.8	12%	-13%	-21%	2%	-21	-13
CCOC(=O)c1ccc(NCc2ccncc2)cc1	-2	3%	-2.3	9%	13%	-1%	-6%	8	-2
COc1ccc(NC(=O)CN2CCC(NC(=O)C3CCCCC3)CC2)c([N+](=O)[O-])c1	5	8%	2.2	-6%	18%	-14%	1%	3	-2
O=C1Nc2cc(C(=O)N3CCN(c4ccc(F)cc4)CC3)ccc2NC1CSCc1cccc(F)c1 (configuration not stated)	-2	-19%	9.5	2%	9%	30µM*	-9%	-5	?
c1ccc(Cc2nn3c(COc4ccccc4)nnc3s2)cc1	-4	0%	-1.2	7%	8%	4.2µM*	-7%	-12	nt
Fc1cccc(Nc2c3c(nc4ccccc24)CCC3)c1	11	?	-0.5	13%	-23%	-8%	-1%[57.1 µM]	-8	-4
COc1ccc(OC)c(NC(=O)Cn2cc(C(=O)c3ccc(Cl)cc3)c(=O)c3cc(OC)ccc32)c1	-26	0%	nt	1%	2%	nt	nt	nt	nt
Fc1ccc(-c2nnn3c2nc(NCc2ccccc2)c2ccccc23)cc1	-6&4	33%&2%[activator]	-0.2	3%&-2%	20%&4%	-8%	-7%	6	-1
COc1ccccc1N=c1oc2c(OC)cccc2cc1C(=O)NCc1ccco1	6	3%	-1.5	-3%	4%	-4%	5%	47	-2
CCCC(O)(CCN1CCCCC1)c1ccc(OCC)cc1 (configuration not stated)	-9	-30%	-3.0	-6%	-26%	-28%	-2%	-2	0
O=C(NCCCO)c1cc2c(cn1)[nH]c1ccccc12	5	32%[activator]	-3.5	-2%	?	1%	-1%	4	-2
CC1CC(C)(C)CC2(C1)NC(=O)N(CC(=O)N1CCN(S(=O)(=O)c3cccc(F)c3)CC1)C2=O (configuration not stated)	-5	-20%	-0.7	5%	-8%	-14%	-7%	-2	5
O=C(NCc1ccccn1)c1cc(-c2ccncc2)nc2ccccc12	-9	15%	-4.7	2%	2%	-9%	5%	2	-2
CC(C)CNC(=S)NC1CC2CCCC(C1)N2C1CCCCC1 (configuration not stated)	-19	-4%	0.0	-6%	5%	4%	5%	?	-4
CCc1cc(C(=O)NNC(=O)CCN2CCN(c3ccccc3)CC2)sc1C	6	?	0.9	-2%	-9%	-1%	-3%	-63*	3
O=C1[C@@H]2CSCN2C(=O)CN1Cc1cccc(C(F)(F)F)c1	-8	5%	-0.4	4%	2%	-2%	0%	2	-4
Cc1nc2cc(NC(=O)NCCCO)ccc2o1	-5	16%	0.4	3%	-5%	1%	0%	7	-10
COC(=O)[C@]1(C)N[C@H](CN(C)S(=O)(=O)c2ccc(F)cc2)[C@@H]2C(=O)N(Cc3ccccc3)C(=O)[C@@H]21	0	16%	0.0	7%	-2%	-3%	8%	23	0
O=C(c1ccsc1)N1CCCC(Nc2ccc(F)c(F)c2)C1 (configuration not stated)	2	2%	-0.4	-2%	4%	-5%	-3%	-1	3
Cc1ccc(C)c(NC(=O)C2CCCN(S(=O)(=O)c3cccnc3)C2)c1 (configuration not stated)	-3	5%	-2.0	1%	5%	-14%	-5%	26	5
CCOC(=O)Oc1ccc(C(=O)OCCCN(C)C)cc1OC	-3	-3%	0.3	1%	-7%	1%	2%	-3	-4
COc1ccc(-n2c3c(cc(C(=O)N4CCCCC4)c2=O)C(=O)CC(C)(C)C3)cc1	-3	1%	-0.2	-4%	-7%	3%	-1%	-12	-8
CCc1ccccc1OCC(=O)Nc1ccc(C)c(S(=O)(=O)N2CCCCCC2)c1	9	8.9µM*	-0.7	13%	3%	-2%	-8%	2	10
Cc1ccccc1Oc1ccc(Oc2ccccc2C)nn1	-4	-18%	-0.7	0%	-4%	-9%	-3%	-14	nt
O=[N+]([O-])c1ccc(Cl)c(S(=O)(=O)n2ccnc2)c1	2	26%	-1.0	-5%	3%	-28%	2%	-5	0
O=C(O)CNC(=S)N(Cc1ccco1)Cc1ccccc1Cl	4	10%	0.4	-7%	6%	-14%	-36%[57.1 µM]	-15	-11
COc1ccccc1C(=O)Nc1cccc(C(=O)c2ccccc2)c1	3	?	0.5	12%	3%	3%	-7%	23	8
COc1ccc(NC(=O)O/N=C2/CCCc3ccc(OC)cc32)cc1	-5	?	-0.6	19%	-16%	15µM*	-13%	15	-20
Cc1ccc(C(=O)CSC2=C(C#N)C(c3ccco3)C3=C(CCCC3=O)N2)cc1 (configuration not stated)	-4	-4%	-1.6	17%	-17%	-18%	?	-27	nt
Cc1cccc(/C(N)=N/OC(=O)CCCN2C(=O)c3ccccc3C2=O)c1	2	-3%	2.8	-6%	-14%	2%	0%	27	1
O=C(O)c1cc(S(=O)(=O)NCc2ccco2)c(Cl)cc1Cl	-9	11%	0.1	-8%	14%	-10%	-1%	7	-4
CCOC(=O)COc1nc(-c2ccccc2)cc(-c2ccco2)c1C#N	18	?	-1.8	7%	15%	1%	-2%	20	0
COc1ccc(-c2cc(=O)oc3c(C)c(OCC(=O)N[C@@H](Cc4ccc(O)cc4)C(=O)O)ccc23)cc1	1	-6%	2.7	-1%	-2%	-8%	-6%	-5	-4
Cn1nnc(NC(=O)c2ccc([N+](=O)[O-])cc2Cl)n1	0	-8%	-1.1	1%	-3%	?	-30%	-4	-12
COc1ccc(-c2nnc(SCC(=O)Nc3ccccc3)n2C)cc1	14	3%	0.2	-5%	6%	-1%	-11%	?	nt
CCOC(=O)c1cc2occc2n1CC(=O)NC1CCCCC1C (configuration not stated)	13	0%	-1.0	0%	-14%	-1%	-1%	-19	nt
CC(C)(CNc1ccc(S(=O)(=O)C(F)(F)F)cc1[N+](=O)[O-])N1CCOCC1	3	-16%	-4.0	-3%	-1%	-5%	-27%	-14	2
COc1ccc(/C=N/c2oc(-c3ccccc3)cc2C#N)cc1	1	16%	2.4	-2%	18%	-6%	2%	0	2
CC(C)(C)CN1CCNC(=O)C1CC(=O)NCCN1CCCc2ccccc21 (configuration not stated)	4	-22%	-0.1	0%	3%	-9%	11%	-13	-5
CCOC(=O)CN1C(=O)NC(C)(c2ccc(OC(F)F)cc2)C1=O (configuration not stated)	10	-3%	0.2	-7%	-19%	-5%	-1%	10	1
CC(C)c1cc(Br)ccc1OCCCN1C(=O)NC(C)(C)C1=O	-2	-9%	-1.3	11%	4%	-5%	-12%	7	17
Cc1ccc(S(=O)(=O)N(C)C)cc1NC(=S)NNC(=O)C1CC1	-15	4%	5.5	3%	8%	-3%	-5%	-18	4
COc1ccc(CC(=O)NNS(=O)(=O)c2ccc(F)cc2)cc1	11	0%	-2.2	4%	-2%	-5%	3%	7	-4
O=C(CSCc1ccccn1)Nc1ccccc1	-2	19%	-3.0	4%	10%	-15%	9%	?	1
CCOC(=O)C1=CCN(S(=O)(=O)c2cccc(Cl)c2)C1c1cccc(F)c1 (configuration not stated)	-20	?	-0.6	7%	5%	-14%	-15%	-19	15
COCC1CCN(Cc2nc(-c3ccc4c(c3)OCO4)no2)C1 (configuration not stated)	7	12%	-2.0	7%	-10%	-3%	0%	14	-5
CCOC(=O)c1c(N2C(=O)Nc3ccccc3N2O)n[nH]c1-c1cccc(Cl)c1	6	0%	-2.8	1%	-13%	-10%	-5%	5	-66*
O=C(N/N=C\c1ccc(Cl)s1)c1ccc(Cn2cccn2)o1	-3	3%	-0.6	0%	8%	27µM*	2%	0	-10
CC(NC(=S)Nc1ccc(OC(F)F)cc1OC(F)F)C(C)(C)C (configuration not stated)	-24	?	-2.5	5%	?	-10%	0%	-3	-10
COc1ccc(CN(C)Cc2cc(=O)oc3cc(C)c(C(C)C)cc23)cc1OC	4	?	0.2	?	8%	-2%	-4%	21	0
O=[N+]([O-])/C(Cl)=C(/NCCO)C(Cl)=C(Cl)Cl	6	29%	0.8	7%	6%	-5%	3%	2	28
COCCN(C(=O)COC(=O)C1CC1C)c1c(N)n(Cc2ccccc2)c(=O)[nH]c1=O (configuration not stated)	-9	-2%	-5.1	1%	-29%	-9%	4%	-13	4
COc1cccc(NC(=O)C2CCCCC2)c1	0	1%	0.2	5%	7%	-5%	-9%	6	2
CCN(C(=O)CN(C)Cc1c(F)cccc1Cl)c1c(N)n(Cc2ccccc2)c(=O)[nH]c1=O	2	-5%	2.4	0%	0%	-2%	7%	12	-1

A few values from the entries so far.
O=C(CSCc1ccccn1)Nc1ccccc1 in WRN helicase inh has 9%
COCCN(C(=O)COC(=O)C1CC1C)c1c(N)n(Cc2ccccc2)c(=O)[nH]c1=O (configuration not stated) in D3 antag has -13

3 structures already listed, arranged by heavy-atom count, descending.
SMILES	DRD3 agonist	GLP-1R inv ag	IL2 activator	GLP-1R agonist	GLP1R cytotox	PLK1 PBD inh	WRN helicase inh	D3 antag	PI5P4K alpha inh
CCOC(=O)C1=CCN(S(=O)(=O)c2cccc(Cl)c2)C1c1cccc(F)c1 (configuration not stated)	-20	?	-0.6	7%	5%	-14%	-15%	-19	15
CC(NC(=S)Nc1ccc(OC(F)F)cc1OC(F)F)C(C)(C)C (configuration not stated)	-24	?	-2.5	5%	?	-10%	0%	-3	-10
O=C(CSCc1ccccn1)Nc1ccccc1	-2	19%	-3.0	4%	10%	-15%	9%	?	1

From PubChem
